Compound activity: PubChem BioAssay, several laboratories
PhoP inhibition – inhibitors of PhoP regulon expression, primary screen, Salmonella Typhimurium, GFP reporter (AID 1863) | S. Typhimurium PhoP-regulated promoter GFP reporter, 4 h; higher % means a stronger effect | inhibition, % at 50 µM, or IC50 in µM where a hit was titrated | 0.16% of 300,000 active;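 active = inhibition over 29.93%, a cutoff 3 SD above the screen mean, later confirmed by dose response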;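 note: 0% = low Mg2+ inducing control and 100% = high Mg2+ repressing control; strong numbers were not always called active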
KOR beta-arrestin-1 – kappa opioid receptor blockers – cell-based, luminescence, uHTS (AID 1778); inhibition, % at 10 µM; hits with a dose series show IC50 in µM; 0.091% of 290,000 active; KOR beta-arrestin recruitment, luminescence, antagonist mode; higher % means a stronger effect; note: strong numbers were not always called active
NOD1 inhibition – inhibition of NOD1-driven NF-kB reporter – cell-based, luminescence, uHTS, primary screen (AID 1578); NOD1-driven NF-kB luciferase reporter cells, luminescence; higher % means a stronger effect; inhibition, % at 4 µM; hits with a dose series show EC50 in µM; 1% of 290,000 active; in the data active = inhibition mostly above about 36%, no sharp cut-off; inactive = mostly below about 34%;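 note: HEK-293T reporter cells stimulated with the NOD1 agonist gamma-tri-DAP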
Siah-1 displacement – Siah-1 peptide-binding antagonists, primary screen, biochemical, fluorescence polarization, rhodamine-plectin, uHTS (AID 1817) | Siah-1 / rhodamine-plectin peptide fluorescence polarization; higher % means a stronger effect | displacement, % at 20 µM; hits with a dose series show IC50 in µM | 0.02% of 290,000 active;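 active = displacement of at least 50% at 20 µM, with a fluorescence ratio check between 0.3 and a set limit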;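 note: plate controls were Siah plus tracer with DMSO for no effect and tracer alone without Siah for full effect; strong numbers were not always called active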
NOD2 inhibition – inhibition of NOD2-driven NF-kB reporter – cell-based, luminescence, uHTS, HEK293 (AID 1566). HEK293 NOD2/NF-kB luciferase reporter, luminescence; higher % means a stronger effect. one-dose inhibition, % at 4 µM; EC50 in µM for titrated hits. 0.63% of 290,000 active; note: many of its hits are not listed in these tables
Myeloid diff MLP – compounds promoting myeloid differentiation; ER-HoxA9 myeloid progenitors, lysozyme-GFP differentiation, flow cytometry; calls only at 10 µM; 1% of 360,000 active;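 active = normalized GFP-positive differentiation at or above the plate's own cutoff, the solvent-only control mean plus 3 SD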;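 note: cells exposed to compound for four days before flow analysis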
HIV fusion peptide – inhibitors of HIV fusion peptide binding, primary screen, biochemical, uHTS, fluorescence dequenching (AID 1986); one-dose inhibition, % at 20 µM; IC50 in µM for titrated hits; cell-free peptide binding, fluorescence dequenching, 30 min; higher % means a stronger effect; 0.3% of 290,000 active; in the data active = inhibition mostly above about 52%, no sharp cut-off; inactive = mostly below about 76%; note: some results filed as inactive read as strong as hits
LYP phosphatase – inhibitors of LYP phosphatase, biochemical, fluorescence intensity, uHTS (AID 1779); recombinant LYP phosphatase, fluorescence intensity; higher % means a stronger effect; inhibition, % at 11.5 µM; hits with a dose series show IC50 in µM; 0.054% of 290,000 active;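 note: plate controls were vehicle with enzyme for no effect and no enzyme for full effect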
KOR beta-arrestin-2 – KOR agonists, beta-arrestin recruitment, primary screen, cell-based, luminescence, uHTS (AID 1777) | activation, % at 10 µM, or EC50 in µM where a hit was titrated | KOR beta-arrestin recruitment, luminescence; higher % means a stronger effect | 0.02% of 280,000 active; in the data active = activation above about 50%, passing the limit was not always enough; note: a part of the inactive calls stands beside numbers as strong as those of hits
Myeloid diff MLP GFP+ MAC1+ % – second read-out of Myeloid diff MLP, no call of its own (marks repeat the call); GFP+ MAC1+ double positive, %; measured here: differentiation confirmed by MAC1 staining
The depositor's hits bear a star; i = inactive; . = no result given; + = active, no number; [ ] = dose if it differs, or a comment. Cut-off read from the data, not from the text of the source, unless noted: active = inhibition above about 50%; inactive = the rest.

SMILES	PhoP inhibition	KOR beta-arrestin-1	NOD1 inhibition	Siah-1 displacement	NOD2 inhibition	Myeloid diff MLP	Myeloid diff MLP GFP+ MAC1+ %	HIV fusion peptide	LYP phosphatase	KOR beta-arrestin-2
Cc1c(C=O)c2ccccc2n1Cc1ccccc1	1%	-71%[20 µM]	-4%	3%	6%	i	0.3	0.0%	-4%	-0.8%
O=C1NC(=O)C(CCc2ccncc2)(Cc2ccc(OCc3ccccc3)cc2)C(=O)N1	-7%	18%	3%	14%	14%	i	0.2	-1.3%	-6%	1.5%
COc1ccc2c(c1O)[C@]13CCN(C)[C@H](C2)[C@@H]1CCC(=O)C3	-8%	5%	-9%	1%	-84%	i	0.6	-1.1%	-12%	.
Cc1ccc2c(c1)N(CCC(=O)N1CCC3(CC1)OCCO3)C(=O)CO2	-1%	-53%	16%	-3%	6%	+	3.1*	-3.1%	-4%	-4.6%
O=C(C(=O)N1CCC2(CC1)OCCO2)c1c[nH]c2ccccc12	3%	18%	-27%	5%	8%	i	0.2	0.3%	1%	-3.7%
Cc1c(CCN)ccc2c1[nH]c1ccccc12	12%	17%	3%	-5%	6%	i	0.8	-1.3%	-4%	6.4%
Cc1nc2cc([N+](=O)[O-])ccc2c(=O)n1-c1ccc(Br)cc1	2%	8%	-28%	1%	-7%	i	0.3	-1.4%	-6%	0.2%
CSc1ccc(CNC(C)C(O)c2ccccc2)cc1 (centres undefined)	6%	-28%[20 µM]	-31%	-4%	-18%	i	0.6	-0.5%	-7%	-6.9%
CC(C)Oc1cccc(C(=O)C2CCCN(C3CCOCC3)C2)c1 (centres undefined)	.	-42%[20 µM]	-21%	16%	8%	i	0.4	0.8%	-3%	.
O=C1CC(C(=O)N2CCC3(CC2)OCCO3)CN1CCc1ccccc1 (centres undefined)	-2%	-16%	-15%	5%	-7%	i	0.4	-2.0%	-9%	-2.6%
c1ccc2c(CCNC3=NCCC3)c[nH]c2c1	-20%	-25%	10%	-6%	-9%	i	1.0	1.6%	2%	41%
COc1ccccc1N1CCN(Cc2c(F)cccc2Cl)CC1	9%	12%	-11%	3%	-16%	i	0.8	-1.4%	-1%	-8.8%
COc1ccc(C)cc1NC(=O)c1c(C)nn(Cc2ccccc2)c1Cl	2%	20%	-26%	2%	3%	i	0.3	1.5%	5%	-3.6%
Cn1c(O)c(N=Nc2ccc(S(=O)(=O)N3CCOCC3)cc2)c(=O)n(C)c1=O	-11%	22%	5%	-2%	-26%	i	0.4	1.6%	2%	-9.8%
CN(C)C(=O)Oc1ccc(Cl)c2ccccc12	2%	-59%	6%	-6%	-7%	i	0.5	-3.3%	-1%	8.0%

Full records, quoted from the list. Values in the order: PhoP inhibition, KOR beta-arrestin-1, NOD1 inhibition, Siah-1 displacement, NOD2 inhibition, Myeloid diff MLP, Myeloid diff MLP GFP+ MAC1+ %, HIV fusion peptide, LYP phosphatase, KOR beta-arrestin-2
Cc1c(C=O)c2ccccc2n1Cc1ccccc1 as listed: 1%, -71%[20 µM], -4%, 3%, 6%, i, 0.3, 0.0%, -4%, -0.8%
Cc1c(CCN)ccc2c1[nH]c1ccccc12 as listed: 12%, 17%, 3%, -5%, 6%, i, 0.8, -1.3%, -4%, 6.4%
O=C1CC(C(=O)N2CCC3(CC2)OCCO3)CN1CCc1ccccc1 (centres undefined) as listed: -2%, -16%, -15%, 5%, -7%, i, 0.4, -2.0%, -9%, -2.6%
COc1ccc(C)cc1NC(=O)c1c(C)nn(Cc2ccccc2)c1Cl as listed: 2%, 20%, -26%, 2%, 3%, i, 0.3, 1.5%, 5%, -3.6%
c1ccc2c(CCNC3=NCCC3)c[nH]c2c1 as listed: -20%, -25%, 10%, -6%, -9%, i, 1.0, 1.6%, 2%, 41%

Two entries from above, set out differently.
| SMILES | PhoP inhibition | KOR beta-arrestin-1 | NOD1 inhibition | Siah-1 displacement | NOD2 inhibition | Myeloid diff MLP | Myeloid diff MLP GFP+ MAC1+ % | HIV fusion peptide | LYP phosphatase | KOR beta-arrestin-2 |
| --- | --- | --- | --- | --- | --- | --- | --- | --- | --- | --- |
| Cc1nc2cc([N+](=O)[O-])ccc2c(=O)n1-c1ccc(Br)cc1 | 2% | 8% | -28% | 1% | -7% | i | 0.3 | -1.4% | -6% | 0.2% |
| CSc1ccc(CNC(C)C(O)c2ccccc2)cc1 (centres undefined) | 6% | -28%[20 µM] | -31% | -4% | -18% | i | 0.6 | -0.5% | -7% | -6.9% |

More results follow:
SMILES	PhoP inhibition	KOR beta-arrestin-1	NOD1 inhibition	Siah-1 displacement	NOD2 inhibition	Myeloid diff MLP	Myeloid diff MLP GFP+ MAC1+ %	HIV fusion peptide	LYP phosphatase	KOR beta-arrestin-2
Cc1cccc(C)c1NC(=O)CN(C)CC(=O)Nc1ccc(C#N)c(Cl)c1	-3%	9%	52%	-6%	14%	i	1.5	3.2%	-9%	0.3%
CCC(=Nc1cc(OC)ccc1OC)c1c(O)[nH]c(=O)[nH]c1=O	3%	3%	11%	3%	11%	i	1.1	-0.1%	1%	2.3%
O=[N+]([O-])c1cccc(C2N3CCCN23)c1 (centres undefined)	1%	-14%	-21%	-1%	9%	i	0.1	-0.9%	-3%	-3.5%
CC(NC(=O)Oc1ccccc1)C(c1cccs1)N1CCOCC1 (centres undefined)	-1%	0%	-28%	4%	9%	i	2.4	2.7%	-1%	11%
Cc1ccsc1C(=O)C1CCCN(Cc2cn(C)nc2C)C1 (centres undefined)	-12%	16%	25%	-8%	-2%	i	0.2	-2.2%	-3%	.
O=[N+]([O-])c1ccc(N2CCCC2)c2ccncc12	7%	17%	34%	-4%	45%	i	0.1	-1.9%	5%	-8.2%
CC(=O)Nc1ccc(OC(=O)c2ccccc2N)cc1	0%	1%	-40%	-2%	-10%	i	7.0	-0.2%	-3%	0.0%
CCCCn1c(O)c(C=Nc2c(C)n(C)n(-c3ccccc3)c2=O)c(=O)[nH]c1=O	1%	36%	-3%	1%	7%	i	1.6	0.0%	-3%	2.1%
CN1CCC(O)(c2ccc(Cl)cc2)C(C(=O)c2ccc(Cl)cc2)C1 (centres undefined)	11%	-46%[20 µM]	-12%	4%	20%	i	0.2	-2.1%	-3%	-3.3%
CCCn1nc2ccccc2c1P(=O)(N1CCOCC1)N1CCOCC1	-7%	11%	28%	-1%	34%	i	15	0.0%	-8%	-0.6%
O=C(NC(=O)c1c(F)cccc1F)Nc1cc(Cl)c(F)c(Cl)c1F	-9%	-7%	-5%	-1%	22%	i	0.8	3.2%	-1%	2.5%
O=c1[nH]c(=O)n(CCC2=CCCCC2)c(O)c1C=NCCCn1ccnc1	-8%	-23%	-1%	-1%	17%	i	0.6	-1.0%	-2%	-0.6%
CN(C)C(=O)Oc1ccnc2cc(Cl)ccc12	2%	-30%[20 µM]	-18%	3%	2%	i	0.0	-0.3%	-10%	-4.2%
CCOc1c(P(=S)(N(C)C)N(C)C)c(C)nn1-c1ccccc1	5%	20%	-12%	2%	-2%	i	1.3	-0.2%	-2%	-2.6%
COC1=CCC2([N+](=O)[O-])CN(C)CC1([N+](=O)[O-])C2 (centres undefined)	-8%	-23%	5%	-2%	-2%	i	0.1	-0.1%	-5%	0.1%
COc1ccc(CNCCc2c[nH]c3ccccc23)c(OC)c1C	4%	9%	-1%	-6%	12%	i	1.8	-2.2%	-4%	1.4%
CCOc1ccccc1C1SCC(=O)Nc2c1c(=O)[nH]n2C(CC)CC (centres undefined)	3%	-5%	-1%	-2%	8%	i	1.0	10%	-13%	-2.7%
Cc1ccc(-n2c(O)c(/C=C/C=Nc3ccccc3)c(=O)[nH]c2=O)cc1	-23%	-4%	-17%	-1%	15%	i	19	74%*	3%	-3.7%
O=CC(Cl)P(=O)(N1CCCCC1)N1CCCCC1 (centres undefined)	-8%	-26%	-8%	-1%	10%	i	0.5	0.5%	-4%	3.0%
CCN1CCC(NCC2CCCCC2)CC1	5%	8%	-17%	-4%	-5%	i	0.1	0.4%	-12%	-1.5%
Cc1cccc(-n2c(-c3ccco3)nc3ccccc3c2=O)n1	-6%	-18%	-7%	0%	0%	i	0.6	1.2%	0%	0.5%
COc1ccc2c(c1)c(CCN)c(C)n2Cc1ccccc1	-5%	10%	-10%	5%	4%	i	0.5	0.1%	-4%	0.0%
Cc1ccc(N2C(=O)NC(=O)C(CCc3ccccn3)(Cc3ccc(F)cc3)C2=O)cc1 (centres undefined)	-3%	-54%[20 µM]	-48%	4%	21%	i	0.2	1.8%	-3%	.
Cc1ccc(CN2CCCN(Cc3ccc(Cl)cc3)S2(=O)=O)cc1	6%	-9%	1%	-1%	-32%	i	1.1	3.8%	-7%	-2.9%
CC(=O)[C@@]1(O)CC[C@H]2[C@@H]3CC=C4C[C@@H](O)CC[C@]4(C)[C@H]3CC[C@@]21C	2%	2%	-25%	5%	0%	i	2.7	1.3%	-1%	-3.3%
Cc1cc(OC(C)C(=O)NCc2ccncc2)c2c3c(c(=O)oc2c1)CCCC3 (centres undefined)	9%	-12%	22%	4%	8%	i	0.0	-1.4%	-10%	-0.2%
CCCOc1ccccc1C1SCC(=O)Nc2c1c(=O)[nH]n2C(C)CCC (centres undefined)	9%	-9%	-7%	1%	1%	i	0.9	-0.6%	-6%	-14%
CC(=NCc1ccc2c(c1)OCO2)c1c(O)n(Cc2ccccc2)c(=O)[nH]c1=O	-12%	-18%	1%	12%	10%	i	0.5	-0.4%	2%	-0.3%
O=C1OCc2cc(N=Nc3c(O)[nH]c(=O)[nH]c3=O)ccc21	-5%	-16%	-4%	2%	8%	i	0.5	-0.2%	4%	0.0%
OC1/C(=C/c2ccc(Cl)cc2Cl)N2CCC1CC2 (centres undefined)	4%	-14%	-30%	19%	-10%	i	0.5	-0.9%	-7%	4.3%

Of the compounds above, these contain a thiophene ring, fused or not:
SMILES	PhoP inhibition	KOR beta-arrestin-1	NOD1 inhibition	Siah-1 displacement	NOD2 inhibition	Myeloid diff MLP	Myeloid diff MLP GFP+ MAC1+ %	HIV fusion peptide	LYP phosphatase	KOR beta-arrestin-2
CC(NC(=O)Oc1ccccc1)C(c1cccs1)N1CCOCC1 (centres undefined)	-1%	0%	-28%	4%	9%	i	2.4	2.7%	-1%	11%
Cc1ccsc1C(=O)C1CCCN(Cc2cn(C)nc2C)C1 (centres undefined)	-12%	16%	25%	-8%	-2%	i	0.2	-2.2%	-3%	.

An excerpt; the hit share may differ from the screen's.
